# USP2a inh: blocks human ubiquitin-specific protease USP2a | O75604 | USP2 core, Ub-CHOP2 coupled fluorogenic reporter, 485/531 | Potency, µM (top dose mostly 38.3 µM), without a hit: at the highest dose activity change, negative = inhibition, usual class: inhibitors | 330,000 compounds, 0.01% hits | AID 463254;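 also: potency is read from the fitted curve at half-maximal effect; plate controls were DMSO wells for no effect and full inhibition by NEM control for full effect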
# Target sequence (O75604 whole entry, looked up): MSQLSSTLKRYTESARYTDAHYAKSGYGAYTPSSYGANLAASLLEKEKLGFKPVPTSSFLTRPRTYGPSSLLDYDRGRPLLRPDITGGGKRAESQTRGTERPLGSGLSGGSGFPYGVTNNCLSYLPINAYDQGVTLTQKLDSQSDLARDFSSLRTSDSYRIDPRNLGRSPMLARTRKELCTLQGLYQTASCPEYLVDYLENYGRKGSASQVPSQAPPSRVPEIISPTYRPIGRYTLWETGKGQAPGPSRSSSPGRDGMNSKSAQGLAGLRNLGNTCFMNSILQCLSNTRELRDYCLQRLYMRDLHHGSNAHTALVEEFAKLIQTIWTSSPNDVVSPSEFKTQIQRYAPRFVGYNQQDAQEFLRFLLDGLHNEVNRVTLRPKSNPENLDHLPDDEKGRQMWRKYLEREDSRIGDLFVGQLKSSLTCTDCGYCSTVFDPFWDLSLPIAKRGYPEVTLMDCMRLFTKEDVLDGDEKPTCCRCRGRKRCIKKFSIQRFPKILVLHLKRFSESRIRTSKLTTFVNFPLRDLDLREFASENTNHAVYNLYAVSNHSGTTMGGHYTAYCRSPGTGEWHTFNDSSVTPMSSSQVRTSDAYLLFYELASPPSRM
#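 USP2 core (10nM final) preincubated 30min RT with compound in 20mM Tris-HCl pH 8.0, 2mM CaCl2, 2mM beta-mercaptoethanol, 0.05% CHAPS; 25nM Ub-CHOP2 plus 25nM reporter substrate added, fluorescence (Ex485/Em531) read after 60min.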
# Eya2 inh: Eya2 (human) phosphatase inhibition; O00167; recombinant Eya2, OMFP fluorescence dephosphorylation (OMFP is methylfluorescein phosphate); Potency, µM (doses to about 76.9 µM), without a hit: at the top dose activity, negative = inhibition, hits mostly inhibitors; 330,000 compounds, 0.006% hits; also: potency is read from the fitted curve at half-maximal effect
#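 Eya2 (0.2 uM) preincubated 10 min at ambient with compound, then OMFP substrate added at 50 uM; 10 min reaction in 50 mM HEPES pH 7.5, 50 mM NaCl, 5 uM MgCl2, 0.05% BSA, 1 mM DTT. Fluorescence read at Ex 485/Em 525 nm.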
# B2AR arrestin: agonists driving beta-arrestin recruitment to human beta2-adrenergic receptor; beta-arrestin recruitment to beta2AR, cell-based reporter; Potency, µM (highest dose often 46.1 µM), for the others: top-dose activation, usual class: activators; 330,000 compounds, 0.02% hits; AID 492947;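 also: potency is read from the fitted curve at half-maximal effect; 0% = DMSO controls and full agonism = EC100 isoproterenol or metaproterenol; nearly all actives have a fitted effect of over 65% in size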
# GALK inh: inhibitors of human galactokinase | 270,000 compounds, 0.007% hits | Purified GALK, Kinase-Glo residual ATP luminescence | P51570 | AID 1868 | Potency, µM (highest dose often 57.5 µM), without a hit: at the highest dose activity change, negative = inhibition, most hits filed as inhibitors; also: potency is read from the fitted curve at half-maximal effect
# Target sequence (P51570 whole entry, looked up): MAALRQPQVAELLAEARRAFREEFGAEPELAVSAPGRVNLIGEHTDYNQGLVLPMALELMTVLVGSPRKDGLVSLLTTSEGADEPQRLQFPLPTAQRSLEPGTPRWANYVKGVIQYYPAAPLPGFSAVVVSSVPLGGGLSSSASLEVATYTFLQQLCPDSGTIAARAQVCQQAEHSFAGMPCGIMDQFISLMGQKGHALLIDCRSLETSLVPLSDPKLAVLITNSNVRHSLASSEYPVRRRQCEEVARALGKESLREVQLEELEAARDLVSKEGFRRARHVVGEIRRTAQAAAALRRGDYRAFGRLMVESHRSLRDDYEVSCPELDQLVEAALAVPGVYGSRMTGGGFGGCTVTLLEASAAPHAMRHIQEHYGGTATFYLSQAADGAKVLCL
#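 Kinase-Glo Plus luminescence measured ATP left after a 1 h room-temperature reaction. The reaction used 5 nM GALK, 100 uM galactose and 35 uM ATP at pH 8.0 (20 mM HEPES, 5 mM MgCl2, 60 mM NaCl, 1 mM DTT, 0.01% BSA).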
# uPA surface inh: cell surface uPA generation inhibition. cell surface uPA generation assay, qHTS. Potency, µM (titrated, usually from 38.3 µM), for inactives: top-dose activity change, negative = inhibition, actives largely listed as inhibitors. 330,000 compounds, 0.31% hits. AID 540303; active = well fitted inhibition curve with a large enough effect; inconclusive = small, poorly fitted or top-dose-only effect; inactive = no such curve, though single readings can be large or run the other way; tested in mouse RAW 264.7 cells; also: potency is read from the fitted curve at half-maximal effect; nearly all actives have a fitted effect of over 55% in size
# BCR signal inh: chronic active BCR signaling inhibition; ABC-DLBCL IkBa-CBG/CBR reporter, luminescence ratio, 4 h; Potency, µM (titrated, usually from 46.1 µM), without a hit: top-dose ratio change, negative = lower green/red ratio, hits mostly inhibitors; 340,000 compounds, 0.05% hits; active = well fitted inhibition curve with a large enough effect in the signal ratio, with a control signal flat, not every such curve was filed as active; inconclusive = small, poorly fitted or top-dose-only effect, or effect the other way, or a change in a side signal; the % refers to the signal ratio;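 also: potency is read from the fitted curve at half-maximal effect; plate controls were basal doxycycline-induced cells for no effect and cells given 10 µM MG132 for full effect; MG132 reads +100%, hits lower the ratio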
#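 TMD8 human ABC-DLBCL cells with doxycycline-inducible IκBα–green luciferase fusion and unfused red luciferase, in 0.5% FBS medium; compounds up to 46 uM, 4 h at 37C. Green/red luminescence ratio, filter-overlap corrected, fitted to concentration-response curves.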
# Coupling enz: counter-screen for Giardia aldolase inhibitors: coupling enzyme system; coupling enzyme system counterscreen, AmpLite Red fluorescence; activity change, negative = inhibition, % at 58.2 µM, hits read low; 290,000 compounds, 0.67% hits; AID 2472; in the data active = activity change below about -30%
#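 Fluorescence at 525 nm excitation and 598 nm emission measured inhibition of the coupled detection system without aldolase. Compounds (at 57.5 uM final) were preincubated 10 min at room temperature with coupling enzyme reagent before a 20 min substrate/AmpLite Red step.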
# Giardia kill: kills Giardia lamblia; activity change, % at 7.66 µM, hits read low; AID 540267; Giardia lamblia trophozoite viability; 340,000 compounds, 0.15% hits; in the data active = activity change below about -80%; inconclusive = between about -30% and that limit;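 also: parasites exposed to compound for two days anaerobically before the ATP read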
#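 Trophozoites 100 cells/well + cpd; 48 hrs, 37 deg C, anaerobic. ATPLite 1-Step added, 15-30 min RT, luminescence read (ATP-based viability).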
# hERG WT inh: KCNH2 (human, wildtype) channel inhibition; U2OS, BacMam KCNH2, thallium flux FluxOr; active compounds read low; activity change, % at 1.84 µM; 340,000 compounds, 0.37% hits; AID 720551; Q12809;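 active = maximum activity change below -70%; inconclusive = maximum activity change between -70% and -50%; inactive = maximum activity change above -50%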
#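 U2OS cells were transduced with wild-type KCNH2 virus (2.03 x 10^8 / mL) for 4 h at room temperature, then cultured overnight at 37 C. Thallium flux was read with FluxOr dye. Rate constants were normalized to DMSO controls.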
# PKM2 act: increases activity of human pyruvate kinase M2; P14618; purified PKM2, Kinase-Glo ATP luminescence, activation; response scale: 0% is enzyme alone, no compound; Potency, µM (highest dose often 57.5 µM), without a hit: at the highest dose activation, most hits filed as activators; 260,000 compounds, 0.34% hits; AID 1631; also: potency is read from the fitted curve at half-maximal effect; nearly all actives have a fitted effect of over 55% in size
#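 ATP formation by purified human PK-M2, quantified via coupled luciferase luminescence after 1 h at room temperature with 0.1 mM ADP and 0.5 mM PEP final.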
# KCNH2 3.1 block: blocks the human KCNH2 3.1 channel isoform | U2OS KCNH2 3.1, thallium flux FluxOr; active compounds read low | activity change, % (tested at about 1.8 µM) | 340,000 compounds, 0.95% hits | AID 720553;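 active = maximum activity change below -70%; inconclusive = maximum activity change from -70% to -50%; inactive = maximum activity change above -50%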;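 also: thallium influx rate constant from kinetic fluorescence after stimulation buffer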
#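 Thallium flux via FluxOr fluorescence (Red40 quencher, 45 min loading) in U2OS cells virally expressing the KCNH2 3.1 isoform (1.77 x 10^8 /mL virus, overnight at 37 C). Rate constants from 2-min kinetic reads post-stimulation, normalised to positive and negative controls.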
# An asterisk follows results filed as active; ? = inconclusive; / = not tested or not shown; [ ] = another dose, or the depositor's remark. Unless noted, calls follow the shape of the dose curve; as a rule, active = well fitted curve in the direction sought with a large enough effect; inconclusive = small, poorly fitted or top-dose-only effect, or another doubt; inactive = no such curve, though single readings can be large; an effect the other way counts as inactive or inconclusive. Unless noted, % is scaled to controls: 0 for no effect and ±100 for the full control effect.
SMILES,USP2a inh,Eya2 inh,B2AR arrestin,GALK inh,uPA surface inh,BCR signal inh,Coupling enz,Giardia kill,hERG WT inh,PKM2 act,KCNH2 3.1 block
CC1Cc2c([nH]c3ccccc23)C(=O)N1 (stereo not given),0%,11%,0.0%,6%,-5%,-1%,0,1,-9,-1%,15
CCOC(=O)Cc1[nH]nc2c1C(C1C=CCCC1)C(C#N)=C(N)O2 (stereo not given),2%,-2%,0.2%,7%,-11%,?,1,-4,-1,1%,3
COc1cccc(NC(=O)C2CCCO2)c1 (stereo not given),1%,-18%,-0.7%,9%,-2%,-16%,3,-17,-1,0%,-2
COC(=O)c1cc(C(=O)CC(C)C)c[nH]1,13%,1%,0.0%,1%,/,14%,0,-3,-15,-19%,16
O=C(CSc1nnc2ccc(-c3ccccc3)nn12)NCC1CCCO1 (stereo not given),3%,-18%,-1.1%,-1%,-4%,3%,3,-19,-8,1%,38
COc1ccc(C(=O)Nc2nc(C)c(C(=O)N(C)C)s2)cc1OC,2%,3%,-0.2%,5%,-4%,?,2,1,-2,-14%,3
Cc1ccc(S(=O)(=O)NCCc2cc3ccc(C)c(C)c3[nH]c2=O)cc1,-1%,-9%,-0.2%,0%,0%,-3%,-1,3,11,20%,12
COc1ccc(CNC(=O)C[C@H]2C[C@H](C(=O)N3CCOCC3)[C@@]3(CCC4CCCC4)c4[nH]c5cc(-c6ccco6)ccc5c4CCN3C2=O)cc1OC,-8%,8%,-0.6%,/,-18%,2%,/,12,-6,/,-10
O=C(COC(=O)c1ccc2c(=O)n3c(nc2c1)CCC3)NC1CCS(=O)(=O)C1 (stereo not given),0%,15%,0.4%,0%,0%,-7%,-3,-1,-21,-2%,1
O=C(c1ccccc1)c1c[nH]cc1-c1ccccc1,-1%,8%,0.0%,-1%,/,-1%,2,12,17,2%,-1
COc1ccc(CCNS(=O)(=O)CCNC(=O)c2ccc3c(c2)OCO3)cc1,3%,1%,0.2%,/,14%,-12%,/,6,0,/,-10
CCCOc1ccc(C(=O)c2nc3c(n2O)CCCCC3)cc1,-3%,-7%,-0.4%,-1%,-5%,0%,-6,9,0,-17%,16
CCOc1ccc(S(=O)(=O)NNS(=O)(=O)c2ccc(C)cc2C)cc1,0%,6%,-0.8%,1%,-2%,0%,0,5,-31,-2%,3
CC(=O)N1CCN(S(=O)(=O)c2cccc(C(=O)OCC(=O)N(CCC#N)c3ccc(F)cc3)c2)CC1,0%,19%,0.0%,/,2%,2%,/,12,-4,/,7
O=C(CN1C(=O)COc2ccc(Cl)cc21)N1CCCCC1,3%,-6%,11%,-4%,-1%,3%,-3,5,1,6%,6
CN=C1S/C(=C\c2ccc(N3CCOCC3)cc2C)C(=O)N1C,-2%,4%,4.4%,0%,7%,-1%,2,-13,-4,-1%,1
Cc1ccc(NS(=O)(=O)c2ccc(NC(=O)C3CC3)cc2)cc1C,-3%,8%,0.4%,-2%,-1%,-7%,1,0,-9,5%,0
CCOC(=O)Cn1c(=N)n(CCOc2cccc(C)c2)c2ccccc21,1%,-17%,0.0%,-1%,0%,-7%,0,-11,29,-2%,-29
COc1ccc(N2CCN(CC(O)COc3ccc4c(c3)CCC4)CC2)cc1 (stereo not given),-5%,-35%,-0.2%,0%,-4%,-2%,3,12,11,-6%,-15
CC(Oc1ccc(-c2nnco2)cc1)C(=O)N1CCOCC1 (stereo not given),0%,-7%,0.1%,/,2%,5%,/,-10,-5,/,-13
Cc1ccc(N(CC(=O)NC(C)(C)C)C(=O)CNC(=O)c2cccs2)cc1,3%,11%,-0.1%,5%,-1%,-1%,5,-12,?,3%,-9
O=C(COC(=O)C1CC(O)CN1S(=O)(=O)c1ccc(Cl)cc1)c1ccccc1 (stereo not given),-1%,4%,1.9%,-2%,2%,2%,0,1,-2,-10%,-6
O=C1CC(c2cccc(F)c2)C2=C(CCCC2=O)N1 (stereo not given),-1%,-29%,-0.1%,-1%,-1%,-2%,4,-7,6,-1%,/
C=C(C)c1cccc(C(C)(C)NC(=O)NNC(=O)c2ccccc2O)c1,2%,-5%,7.2%,4%,/,?,2,1,-14,0%,14
O=C(CSc1nnc(COc2cccc3cccnc23)o1)N1CCN(C(=O)c2ccco2)CC1,0%,-7%,-0.5%,-3%,-4%,1%,4,-27,-1,4%,-4
COc1ccc(C(=O)NCCC2=CCCCC2)cc1OC1CCN(C(C)C)CC1,3%,3%,0.0%,-8%,-13%,5%,0,21,10,/,-48
COc1ccc(-c2nc(NC(=O)CSc3nnc(C)s3)ns2)cc1,1%,6%,-0.2%,0%,/,-8%,2,8,-3,-2%,7
COC(=O)c1c(NC(=O)c2ccco2)sc2c1CC(C)(C)NC2(C)C,-3%,2%,-1.6%,-4%,-3%,10%,/,0,-14,0%,/
Cc1cnc(C(=O)Nc2ccc(N3CCN(C(=O)OC(C)(C)C)CC3)cc2)cn1,3%,5%,-0.1%,0%,-4%,-8%,2,-27,1,0%,7
COC(=O)/C=C/c1oc2ccccc2c1C,4%,6%,0.2%,1%,3%,9%,1,-9,22,1%,3
O=C(C1CC1c1ccccc1)N1CCN(c2cccc(Cl)c2)CC1 (stereo not given),0%,-11%,0.6%,-2%,2%,3%,4,19,2,2%,2
Cc1cc(C(=O)CN2C(=O)C(=O)N(CCC3=CCCCC3)C2=O)c(C)n1C,-6%,-9%,2.5%,/,3%,-5%,/,16,19,/,-11
CCN(CC)S(=O)(=O)c1ccc(-c2nnc(SCC(=O)Nc3ccc4c(c3)OCO4)o2)cc1,?,10%,-0.3%,1%,-6%,0%,3,-14,-7,5%,-7
COc1ccc(C(=O)C2CCCN(C3Cc4ccccc4C3)C2)cc1OC (stereo not given),-4%,15%,0.2%,2%,0%,21%,-14,33[activator],17,8%,-46
O=C(c1coc(=O)c2ccccc12)N1CCN(Cc2ccccc2)CC1,-1%,11%,3.6%,1%,5%,0%,-1,-12,-5,6%,-28
O=c1c2c(-c3ccc(Cl)cc3)csc2ncn1/N=C/c1cccc([N+](=O)[O-])c1O,-7%,6%,-0.3%,1%,?,1%,8,-27,-6,5%,-9
COC(=O)Nc1cc(C)n(-c2ccccc2)n1,0%,3%,-0.2%,2%,-6%,4%,-2,-11,-2,-2%,9
CSC1=NCCN1C(=O)c1c(F)cccc1Cl,-1%,13%,0.2%,3%,1%,?,-1,-13,-5,3%,/
N#C/C(=C\c1cn(CC(=O)N2CCCC2)c2ccccc12)C(=O)NCc1ccc2c(c1)OCO2,-1%,-7%,0.0%,-2%,-1%,9%,-2,-13,0,0%,0
COC(=O)c1sc(-c2ccc(Cl)cc2)cc1NC(=O)c1ccccc1C(=O)O,6%,?,0.4%,-4%,0%,9%,10,-4,0,-2%,-2
CCN(CC(=O)NCc1ccc(F)cc1)C(=O)C1CC1C (stereo not given),0%,-7%,-0.1%,8%,/,0%,-1,3,3,-3%,1
Cc1ccc(-c2cc(-c3ccccc3[N+](=O)[O-])[nH]n2)c(O)c1,0%,-16%,-0.3%,2%,/,-7%,-3,-6,-13,3%,-10
O=C(O)c1ccc(NC(=S)NCc2ccccc2)cc1,0%,0%,-1.0%,-3%,4%,0%,0,-10,17,0%,5
Cc1cccc(N2CCN(CC(=O)Nc3ccccc3[N+](=O)[O-])CC2)c1C,2%,-6%,-0.6%,-3%,14%,0%,0,-1,12,-6%,-8
NC(=O)c1ccc(NC(=O)c2ccc3c(c2)CCN3S(=O)(=O)c2ccccc2)cc1,-1%,-5%,-0.2%,-3%,-2%,-3%,/,18,-2,/,12
CCOc1ccccc1CNC(=O)Cn1ccc2cc(S(=O)(=O)N3CCCC3)ccc21,2%,-2%,-1.5%,-6%,-8%,-1%,0,2,-15,/,4
COc1ccc(CCNC(=O)CN2c3cccc4cccc(c34)S2(=O)=O)cc1OC,1%,-9%,-0.1%,0%,-4%,?,1,-8,4,-2%,15
CSc1cccc(NC(=S)NN(C)C)c1,2%,4%,8.9%,7%,0%,1%,3,6,2,2%,-4
CC[C@@H](C)[C@H](NC(=O)Cc1c(C)c2c(cc(C)c3c(C)c(C)oc32)oc1=O)C(=O)O,-4%,-4%,0.1%,3%,-4%,0%,1,-2,-11,/,-9

# High-throughput results as filed in PubChem BioAssay.
